Autofluor Jurkat = compound autofluorescence on Jurkat cells, primary screen, artefact control for VLA-4 allosteric ligand project, cell-based, flow cytometry | stronger effect = higher value; 1 = vehicle-only cell background | fluorescence ratio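 (tested at 10 µM compound in the well)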 | 0.61% of 24,000 active | AID 576, 2007;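 active = fluorescence ratio above 2.44, which is 1 plus 3 SD of all ratios; inconclusive = signal too bright to measure linearly, ratio around 10 or more; inactive = fluorescence ratio below 2.44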;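 note: green fluorescence of cells measured with 488 nm excitation and 530 nm emission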
VLA-4 agonist = enhancers of LDV-FITC binding to VLA-4 integrin, primary screen, Jurkat cells, flow cytometry; 24,000 tested, under 10 active; activation, % at 10 µM (by protocol);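 active = fluorescent ligand binding to cells raised by more than 40% of the manganese-induced maximum; inconclusive = compound's own fluorescence above 85% of the ligand control signal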;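 note: 0% = ligand binding without compound and 100% = manganese-stimulated maximal binding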
Target sequence (P13612 whole entry, looked up): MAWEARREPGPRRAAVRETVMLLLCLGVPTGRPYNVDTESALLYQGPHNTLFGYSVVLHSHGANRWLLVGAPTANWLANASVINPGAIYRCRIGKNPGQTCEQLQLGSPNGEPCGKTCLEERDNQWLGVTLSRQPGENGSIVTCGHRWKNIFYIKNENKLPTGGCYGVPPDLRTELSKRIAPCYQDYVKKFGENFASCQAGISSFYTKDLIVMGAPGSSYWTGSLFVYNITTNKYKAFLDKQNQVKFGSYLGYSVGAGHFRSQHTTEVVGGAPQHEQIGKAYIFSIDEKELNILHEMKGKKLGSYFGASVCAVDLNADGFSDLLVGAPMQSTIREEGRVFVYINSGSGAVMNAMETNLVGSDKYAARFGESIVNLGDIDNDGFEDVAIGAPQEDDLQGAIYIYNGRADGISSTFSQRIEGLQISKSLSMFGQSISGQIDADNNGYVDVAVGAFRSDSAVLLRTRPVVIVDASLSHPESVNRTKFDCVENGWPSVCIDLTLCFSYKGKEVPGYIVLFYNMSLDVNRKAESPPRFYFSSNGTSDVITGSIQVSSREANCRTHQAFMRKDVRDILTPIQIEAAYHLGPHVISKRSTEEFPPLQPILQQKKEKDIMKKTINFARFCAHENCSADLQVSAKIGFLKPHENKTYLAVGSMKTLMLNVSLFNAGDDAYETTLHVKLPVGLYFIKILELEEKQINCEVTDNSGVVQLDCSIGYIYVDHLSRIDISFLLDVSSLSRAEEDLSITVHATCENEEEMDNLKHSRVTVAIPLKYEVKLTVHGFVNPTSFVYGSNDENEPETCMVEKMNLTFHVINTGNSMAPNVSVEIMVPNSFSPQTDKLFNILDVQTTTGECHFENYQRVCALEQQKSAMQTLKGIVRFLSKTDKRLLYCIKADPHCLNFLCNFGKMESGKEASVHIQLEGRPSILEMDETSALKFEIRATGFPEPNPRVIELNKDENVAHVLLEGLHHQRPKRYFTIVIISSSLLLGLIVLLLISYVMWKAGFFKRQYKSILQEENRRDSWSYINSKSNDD
Prostate diff = activators of LNCaP prostate cell differentiation, primary screen, flow cytometry side scatter; 4 d; 0.56% of 24,000 active; AID 795, 2007; side scatter shift, % at 10 µM;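 active = side scatter shift above 30%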;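 note: androgen-responsive LNCaP prostate cancer cells in charcoal-stripped serum medium; percent of cells past a gate set so DMSO wells show 10% shift; higher shift means more granular cells and more differentiation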
VLA-4 antagonist = inhibitors of LDV-FITC binding to Mn2+-activated VLA-4, primary screen, Jurkat cells. Integrin alpha-4 (Homo sapiens), P13612. LDV-FITC binding with Mn2+, flow cytometry; 100% = Mn2+-driven binding gain fully reversed. inhibition, % at 10 µM (by protocol). 0.2% of 24,000 active. AID 529, 2006;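 active = inhibition above 50%; inconclusive = compound itself fluorescent, judged against control cell fluorescence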;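 note: 0% = Mn2+ stimulated cells lacking compound and 100% = ligand binding without Mn2+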
Numbers without * were called inactive; ? = inconclusive; nt = no result given. Some of the compounds tested (hit frequency here may not be typical).

SMILES	Autofluor Jurkat	VLA-4 agonist	Prostate diff	VLA-4 antagonist
O=C(NCc1ccccc1)C1CCN(S(=O)(=O)c2cccc3cccnc23)CC1	1.1	-2	2	-6
Cc1ccc(C(c2sc3nc(C)nn3c2O)N2CCN(C(=O)c3ccco3)CC2)cc1 (stereo not drawn)	1	1	11	-14
CCOC(=O)c1cccnc1SCc1cc(=O)n2ccccc2n1	1.1	-4	10	22
CC(C(=O)NCc1cccs1)n1cccc1 (stereo not drawn)	1.4	?	4	?
COCCN1Cc2cccc(C(=O)NCc3ccccn3)c2C1=O	1	7	13	0
CCOc1ccccc1NC(=O)CSc1ncnc2c1oc1ccccc12	1.1	?	5	?
Cc1ccccc1NS(=O)(=O)c1cc(S(C)(=O)=O)ccc1Cl	1.1	8	10	-19
O=C(NCCc1ccccc1)c1ccc2c(c1)N(Cc1ccccc1)C(=O)CS2=O (stereo not drawn)	0.97	7	1	-18
COc1ccc(-c2cc(C(F)(F)F)nc(N3CCOCC3)n2)cc1OC	1	-10	3	12
CCC(CO)n1cnnc1-c1ccncc1 (stereo not drawn)	1.1	-5	11	-5
O=C(CSc1nnnn1-c1ccc(Cl)cc1)NC(=O)Nc1ccc2c(c1)OCCO2	1.2	-2	9	0
CCOC(=O)N1CCN(C(=O)Nc2sc3nc4n(c(=O)c3c2C)CCC(C)CC4)CC1 (stereo not drawn)	1.1	2	6	-31
CCOC(=O)C1CCCN(C(=O)CCC(=O)Nc2ccc3nc(N4CCOCC4)cc(C)c3c2)C1 (stereo not drawn)	0.95	2	9	-15
CC1CC(C)CN(c2ncnc3c2cnn3-c2ccc(Cl)cc2)C1 (stereo not drawn)	1	-4	1	-8
CN1CCN(C(=O)c2cc3c(s2)-c2ccccc2S(=O)(=O)C3)CC1	0.99	1	12	-3
c1ccn2c(SCc3ccc4c(c3)OCCO4)nnc2c1	0.99	-1	4	-12
COCCN(CCOC)C(=O)c1cc2c(=O)n3ccccc3nc2s1	1.1	-5	13	4
Cc1occc1-c1nnc(SCC(=O)c2ccc(F)cc2)n1Cc1ccco1	1.1	-16	8	10
CCN(CC)S(=O)(=O)c1ccc(S(=O)(=O)N2CCN(CCC#N)CC2)cc1	1	-6	7	5
CS(=O)(=O)N1CCCC(C(=O)NCCCN2CCN(Cc3ccccc3)CC2)C1 (stereo not drawn)	1	2	14	-9
Cc1cc(C)c(S(=O)(=O)Nc2ccc(OCC(=O)O)cc2)c(C)c1	1	3	4	-2
COc1ccc(-n2nnnc2SCC(=O)N2CCOCC2)cc1	1.1	2	6	6
Cc1c(C(=O)Nc2ccccc2)sc2nc(-c3ccccc3)cn12	1.3	-11	4	74*
O=C(O)CCc1nnc2n(Cc3ccc(F)cc3)c(=O)c3ccccc3n12	1	5	12	-17
O=C(c1cccs1)N(Cc1ccco1)Cc1cc2ccccc2[nH]c1=O	1.2	-3	3	-4
CS(=O)(=O)Nc1ccccc1C(=O)O	1.2	?	2	?
COc1ccc(C2C3=C(CC(C)(C)CC3=O)Oc3ncn4nc(-c5cccnc5)nc4c32)cc1 (stereo not drawn)	1	4	2	-24
COc1ccc(CNC(=O)C2CCN(S(=O)(=O)c3cccc4cccnc34)CC2)cc1	0.83	?	4	?
COc1ccc(S(=O)(=O)N2CCCC2C(=O)Nc2ccc(C(C)=O)cc2)cc1 (stereo not drawn)	0.91	-3	3	?
CCOC(=O)C(NC(=O)CC)(Nc1ccc(S(=O)(=O)Nc2cc(C)on2)cc1)C(F)(F)F (stereo not drawn)	1.1	5	10	-7
Cn1c(C(=O)N2CCC(C(=O)N3CCN(Cc4ccc5c(c4)OCO5)CC3)CC2)cc2sccc21	1.1	-4	13	4
COc1cccc(Nc2nnc(SCC(=O)N3CC(C)OC(C)C3)s2)c1 (stereo not drawn)	1	4	10	2
CCOC(=O)C1CCN(C(=O)CN2C(=O)C(CC)Oc3ccccc32)CC1 (stereo not drawn)	1	1	8	4
Cn1c(=O)c2c(nc(SCCOc3ccc4ccc(=O)oc4c3)n2C)n(C)c1=O	1.1	0	5	-7
CSCCC(NC=C1C(=O)OC(C)(C)OC1=O)C(=O)O (stereo not drawn)	1	3	13	-9
CCn1c(=S)sc2c(=O)[nH]c(C)nc21	1.1	8	5	-48
Cc1ccc(-c2noc(CCC(=O)Nc3cc(C)ccn3)n2)cc1	1.1	?	10	?
O=C(NCc1ccccn1)C1CC(=O)N(C2CCCC2)C1 (stereo not drawn)	1	2	7	-11
COc1ccc(OC)c(C2=NOC(C(=O)NCC3CCCO3)C2)c1 (stereo not drawn)	1	8	8	4
O=C(NCc1ccco1)c1ccc2c(=O)n(Cc3ccco3)c(SCC(=O)N3CCCC3)nc2c1	1.1	1	3	-11
CCn1cc(C(=O)NCCC2=CCCCC2)c(=O)c2cc(S(=O)(=O)N(C)C)ccc21	1.1	-6	1	2
CC(NC(=O)Nc1ccccc1)C(c1cccs1)N1CCOCC1 (stereo not drawn)	1	1	9	-6
Cn1c(=O)[nH]c(=O)c2c1nc(CN1CCOCC1)n2Cc1ccccc1	1	1	4	-6
CCOC(=O)C1CCCN(c2c(N3CCN(c4ccccn4)CC3)c(=O)c2=O)C1 (stereo not drawn)	0.92	-5	7	-16
O=C(O)c1oc2ccccc2c1-n1cccc1	1	4	9	-20
Cc1nn(-c2ccccc2)c2[nH]c(C(F)(F)F)cc(=O)c12	1.1	0	6	-18
Cc1c(C(=O)N2CCc3ccccc3C2)sc2nc(-c3ccccc3)cn12	1.1	-5	11	30
O=C(Nc1ccccc1)N(CCCN1CCOCC1)Cc1cc2cc3c(cc2[nH]c1=O)OCCO3	1.1	-6	9	15
O=C1CN(Cc2ccccc2)C(=NCc2ccco2)S1	1	10	9	-20
Cc1ccc(S(=O)(=O)N[C@@H](C)C(=O)N2CCC(C(=O)N3CCC[C@H]3C(=O)O)CC2)cc1	1.1	2	5	-16

(continued)
SMILES	Autofluor Jurkat	VLA-4 agonist	Prostate diff	VLA-4 antagonist
COc1cccc(CNc2ccc3c(c2)ncn3C(C)C)c1OC	1	2	5	6
COc1cccc(C(=O)N2CCN(c3ncccn3)CC2)c1	0.97	5	3	-14
CN1C(=O)CSc2ccc(NC(=O)NCc3ccco3)cc21	1.2	5	6	-5
O=C(c1ccccc1)c1c[nH]c2cc3c(cc2c1=O)OCCO3	1.1	1	6	14
Cn1c(C(=O)Nc2ccc3c(c2)OCO3)cc2c(=O)n(C)c3ccccc3c21	1.1	5	18	-10
O=C(CCNC(=O)c1ccc(Br)o1)NCc1ccccc1Cl	1.1	-4	10	7
O=C(Nc1cccnc1)c1cccc(NC(=O)c2ccco2)c1	0.96	3	0	-24
CCCc1nnc2n1N=C(c1ccc(-c3cc(Cl)ccc3Cl)o1)CS2	1.2	-13	5	-5
C=CCNc1ncnc2c1[nH]c1ccc(C)cc12	1	-2	nt	27
CC(=O)c1c(C)[nH]c(C(=O)NCCC2=CCCCC2)c1C	1.2	?	16	?

Whole records, looked up by structure. Screens in order: Autofluor Jurkat	VLA-4 agonist	Prostate diff	VLA-4 antagonist
Cn1c(C(=O)Nc2ccc3c(c2)OCO3)cc2c(=O)n(C)c3ccccc3c21 in the list: 1.1	5	18	-10
c1ccn2c(SCc3ccc4c(c3)OCCO4)nnc2c1 in the list: 0.99	-1	4	-12
CSCCC(NC=C1C(=O)OC(C)(C)OC1=O)C(=O)O (stereo not drawn) in the list: 1	3	13	-9
Cc1cc(C)c(S(=O)(=O)Nc2ccc(OCC(=O)O)cc2)c(C)c1 in the list: 1	3	4	-2
COc1ccc(CNC(=O)C2CCN(S(=O)(=O)c3cccc4cccnc34)CC2)cc1 in the list: 0.83	?	4	?

(listing goes on)
SMILES	Autofluor Jurkat	VLA-4 agonist	Prostate diff	VLA-4 antagonist
CCN1CCN(c2cc(=O)n(-c3cc(Cl)ccc3C)c(=O)[nH]2)CC1	1.1	2	8	-3
O=C(CN1CC(=O)Oc2ccccc21)NCc1ccco1	0.91	3	10	2
Cc1cc(C)n(C(=O)CCCCCC(=O)n2nc(C)cc2C)n1	1	-2	14	-2
CC(C)C(=O)NC(C)C(c1cccs1)N1CCOCC1 (stereo not drawn)	1	5	9	-11
Cc1ccccc1-c1nc(CN2CCC(C(=O)NCc3ccco3)CC2)c(C)o1	1.1	-2	14	6
CCOC(=O)C1=C(O)C(=O)N(c2ccc(S(N)(=O)=O)cc2)C1c1ccccc1 (stereo not drawn)	1	3	4	-18
COc1ccc(S(=O)(=O)N2CCN(CC(=O)Nc3cccc(F)c3)CC2)cc1	1.1	0	10	8
COCCN1C(=O)c2ccccc2C(C(=O)NCCN(C)C)C1c1ccc(F)cc1 (stereo not drawn)	1	2	7	-7
Cc1csc(NC(=O)C2CCCN(S(=O)(=O)c3ccc(Br)s3)C2)n1 (stereo not drawn)	1.2	-5	3	13
CCc1cc(=O)oc2cc(C)cc(O)c12	1.1	1	8	5
CC(=O)Oc1ccc2oc(=O)c3c(c2c1)CCCN3C(=O)CN1CCN(c2ncccn2)CC1	1	0	5	-3
CC1=C(C#N)C(=O)NC(C)(C)C1	1	2	1	-26
O=C(NCCCN1CCCCCC1)c1ccc2c(c1)NC(=O)C(N1CCOCC1)S2 (stereo not drawn)	1.1	-2	11	9
COc1cccc(-n2nnc3c(=O)n(CC(=O)N4CCCc5ccccc54)cnc32)c1	1.1	-6	9	20
O=C(O)c1ccc(CSc2nnc(COc3ccc(Cl)cc3Cl)o2)cc1	1.1	-4	8	1
O=C(OCC(=O)c1ccccc1Br)c1ccccn1	0.99	2	7	-16
COC(=O)c1ccc(CSc2nc3ccccc3s2)o1	1.1	3	7	-4
COc1ccccc1S(=O)(=O)Cc1ccc(C(=O)NCCN(C)C)o1	1	0	6	-12
COc1cc(C2C(C#N)=C(N)OC3=C2C(=O)CCC3)ccc1OC(=O)N1CCOCC1 (stereo not drawn)	1.1	11	1	-18
O=C(CN1CCC(c2nc3ccccc3s2)CC1)NCc1cccs1	1.2	-6	5	-2
COc1cccc(C(=O)N(CN2CCCC2=O)c2cccc(Cl)c2)c1OC	0.93	7	10	5
C=CCn1c(NC(C)c2cc(Cl)ccc2O)nc2ccccc21 (stereo not drawn)	1	-6	11	11
Cc1cc2ccccc2c(=O)n1CC(=O)N1CCN(c2cccc(Cl)c2)CC1	1.1	?	7	?
O=C(CNS(=O)(=O)c1cccc2nsnc12)NCc1ccc(Cl)cc1	1.1	-2	5	-7
O=C(Cn1ncc2c1-c1ccccc1OC2)Nc1ccc(Cl)cn1	1	-5	3	-9
CCNc1nc(N2CCCCC2)nc(-n2nnc(C(=O)OCC)c2C)n1	1	-5	8	-11
Cc1cccc(NC2SC(=O)N(c3ccccc3)C2=O)c1 (stereo not drawn)	1.1	-8	7	-4
CCC1CCCCN1CCCNC(=O)CC1Oc2ccc(C)cc2NC1=O (stereo not drawn)	1	1	5	2
COC(=O)Cn1c(CCC(=O)O)ccc1-c1ccccc1	1.2	-1	9	3
CCCC(O)(CCN1CCOCC1)c1ccc(Br)cc1 (stereo not drawn)	0.93	4	3	22
COc1cccc(OCc2nnc(SCC(=O)OCc3ccccc3)o2)c1	1.1	2	10	2
CC1CCN(S(=O)(=O)c2cn(CC(=O)N3CCN(C)CC3)c(=O)c3ccccc23)CC1	1	-1	5	-1
CS(=O)(=O)c1nc(-c2cccs2)cc(C(F)(F)F)n1	1.3	?	28	?
COc1ccc(CCNC(=O)c2cc(-c3cc(C)c(C)cc3O)n[nH]2)cc1OC	1	-5	17	16
O=C(CN1CCN(C(=O)c2ccco2)CC1)Nc1cc(C(F)(F)F)ccc1Cl	1.2	?	12	?
Cc1ccccc1NC(=O)C1CCCN1S(=O)(=O)c1cccc2cccnc12 (stereo not drawn)	1.1	1	5	8
CCC1(C)Cc2c(sc3nc(SCC(=O)O)[nH]c(=O)c23)CO1 (stereo not drawn)	1.1	1	6	0
Nc1cc(-c2nn[nH]n2)ccc1F	0.93	4	6	-26
Cc1cccc(OCc2nc(C#N)c(NCCN(C)C)o2)c1	1	4	5	-9
O=C1CCc2cc(S(=O)(=O)NCCC(=O)N3CCN(c4cccc(Cl)c4)CC3)ccc2N1	1.1	-4	14	11

Three records drawn at random from those above:
SMILES	Autofluor Jurkat	VLA-4 agonist	Prostate diff	VLA-4 antagonist
O=C(CN1CCN(C(=O)c2ccco2)CC1)Nc1cc(C(F)(F)F)ccc1Cl	1.2	?	12	?
COc1cccc(OCc2nnc(SCC(=O)OCc3ccccc3)o2)c1	1.1	2	10	2
Nc1cc(-c2nn[nH]n2)ccc1F	0.93	4	6	-26

More structures:
SMILES	Autofluor Jurkat	VLA-4 agonist	Prostate diff	VLA-4 antagonist
CCOC(=O)c1cc(S(=O)(=O)N2CCN(C(=O)OCC)CC2)cn1C	1.1	-11	10	16
Cc1ccc(NC(=O)c2nc[nH]c2C(=O)N2CCCCC2)c(C(=O)c2ccccc2)c1	1	-6	14	8
COc1ccccc1-c1cc(C(=O)N2CCN(c3ccccc3OC)CC2)no1	1.2	-7	5	-7
Cc1cn2c(-c3ccc(Cl)cc3)nnc2s1	1.1	-6	4	0
